JMJD2A Tudor: inhibitors of human JMJD2A Tudor domain | 390,000 compounds, 4.4% hits | Potency, µM (highest dose often 114 µM), without a hit: at the highest dose activity change, negative = inhibition, usual class: inhibitors | AlphaScreen JMJD2A-Tudor / H3K4me3 peptide binding | O75164; further: on the % scale 0 is the no-effect control and ±100 the full control effect; nearly all actives have a fitted effect of over 50% in size
Pin1 inhibitor: human Pin1 inhibition; 390,000 compounds, 0.009% hits; AID 504891; Potency, µM (top dose mostly 115 µM), inactives show top-dose activity, negative = inhibition, usual class: inhibitors; Pin1 FP peptide displacement, HiFluor488, 10 min; active means well fitted inhibition curve with a large enough effect in the polarisation, with a control signal flat, not every such curve was filed as active; inconclusive means small, poorly fitted or top-dose-only effect, or effect the other way, or a change in a side signal; inactive means no such curve, though single readings can be large or run the other way; the % refers to the polarisation; further: on the % scale 0 is the no-effect control and ±100 the full control effect
Target sequence (Q13526 whole entry, looked up): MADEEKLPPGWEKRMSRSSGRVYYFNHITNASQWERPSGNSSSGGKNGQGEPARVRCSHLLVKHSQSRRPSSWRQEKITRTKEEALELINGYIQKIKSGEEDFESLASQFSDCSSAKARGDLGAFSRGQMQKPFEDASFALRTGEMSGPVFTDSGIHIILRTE
ERG-DNA inh: inhibitors of human ERG Ets domain-DNA interaction | 370,000 compounds, 0.028% hits | AID 624246 | Potency, µM (doses to about 76.9 µM), for inactives: top-dose FP activity, negative = inhibition, most hits filed as inhibitors | P11308 | fluorescence polarization, His-ERG Ets domain / labelled DNA; active means well fitted inhibition curve with a large enough effect in the polarisation, with a control signal flat; inconclusive means small, poorly fitted or top-dose-only effect, or effect the other way, or a change in a side signal; inactive means no such curve, though single readings can be large or run the other way; the % refers to the polarisation;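 further: polarization taken with two DNA probes labelled with fluorescein and Texas red; % of control where 0% means no effect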
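His-tagged ERG Ets domain (1 uM in the protein solution; 300mM KCl, 50mM Tris-HCl, 1mM EDTA, 1mM DTT, pH 7.5) received compound, then a probe mix of 5 nM fluorescein-DNA and 100nM Texas-615-DNA. Fluorescence polarization was read for both dyes.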
GLS inh: inhibitors of human glutaminase (GLS); O94925; GLS enzymatic activity, qHTS titration; Potency, µM (top dose mostly 45.5 µM), for the others: top-dose activity change, negative = inhibition, hits mostly inhibitors; 410,000 compounds, 0.21% hits; AID 624170; further: on the % scale 0 is the no-effect control and ±100 the full control effect
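Assay buffer: 45 mM KH2PO4 pH 8.2, 0.02% Tween-20. hKGA acts on L-glutamine (1 mM solution added); product glutamate is reported by an oxidase/peroxidase Amplex Red coupling, with fluorescence taken at baseline and 30 min.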
HP1b chromo inh: HP1-beta chromodomain-methylated histone interaction inhibition | 390,000 compounds, 0.56% hits | AID 540317 | P83916 | AlphaScreen HP1-beta / biotin-H3K9me3 peptide binding | Potency, µM (doses to about 114 µM), for inactives: top-dose activity change, negative = inhibition, hits mostly inhibitors; further: nearly all actives have a fitted effect of over 70% in size; inactives centre near 23
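AlphaScreen: HP1-beta (50 nM) preformed 30 min with biotin-H3(1-18)K9me3 peptide (50 nM) in PBS pH 7.4, 0.01% Tween-20. Compound added for 30 min at RT, then streptavidin donor/nickel chelate acceptor beads (10 ug/mL) for 30 min.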
12-LOX inh: ALOX12 (human) lipoxygenase inhibition. P18054. 580,000 compounds, 1.1% hits. purified 12hLO, xylenol orange hydroperoxide absorbance. Potency, µM (top dose mostly 108 µM), for the others: at the highest dose activity change, negative = inhibition, most hits filed as inhibitors; further: on the % scale 0 is the no-effect control and ±100 the full control effect
Target sequence (P18054 whole entry, looked up): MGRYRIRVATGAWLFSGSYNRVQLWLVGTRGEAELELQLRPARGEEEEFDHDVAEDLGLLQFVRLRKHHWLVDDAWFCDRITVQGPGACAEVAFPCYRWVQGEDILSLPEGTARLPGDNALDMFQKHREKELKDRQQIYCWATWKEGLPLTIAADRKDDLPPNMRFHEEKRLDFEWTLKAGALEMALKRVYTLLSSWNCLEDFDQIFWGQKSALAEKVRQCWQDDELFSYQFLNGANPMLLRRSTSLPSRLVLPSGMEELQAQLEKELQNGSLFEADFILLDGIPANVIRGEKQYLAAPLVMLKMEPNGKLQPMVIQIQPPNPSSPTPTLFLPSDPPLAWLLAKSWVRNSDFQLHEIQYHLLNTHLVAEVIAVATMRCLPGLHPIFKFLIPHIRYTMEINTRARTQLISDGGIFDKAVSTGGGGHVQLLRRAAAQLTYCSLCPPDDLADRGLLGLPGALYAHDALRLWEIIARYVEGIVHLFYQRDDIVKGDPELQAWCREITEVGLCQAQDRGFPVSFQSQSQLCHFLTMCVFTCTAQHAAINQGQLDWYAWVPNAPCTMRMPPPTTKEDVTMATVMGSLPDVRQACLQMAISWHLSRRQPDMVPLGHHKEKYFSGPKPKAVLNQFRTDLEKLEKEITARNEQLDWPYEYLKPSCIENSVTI
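Purified human 12hLO (150 nM final) in 25 mM Hepes, 0.01% Triton X-100, pH 7.0 was preincubated 15 min at room temperature with compound. Then 40 uM arachidonic acid was added, 30 min. Hydroperoxide was read by Fe-XO absorbance ratio 573/405 nm.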
Tb PGK inh: T. brucei PGK inhibition; P07378; PGK/GAPDH coupled, Kinase-Glo luminescence, 60 min; Potency, µM (highest dose often 57.5 µM), inactives show at the highest dose activity change, negative = inhibition, actives largely listed as inhibitors; 380,000 compounds, 0.043% hits; further: on the % scale 0 is the no-effect control and ±100 the full control effect; nearly all actives have a fitted effect of over 60% in size
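Luminescent ATP detection (Kinase-Glo Plus) follows a 60-minute room-temperature incubation, with wells lacking PGK as controls. Buffer: 100 mM TEA (pH 7.6), 5 mM MgCl2, 0.01% Tween-20. Coupling enzyme GAPDH (100 nM final) supplies unstable 1,3-BPG in-well.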
RGS4 inh: blocks human RGS4-accelerated GTP hydrolysis. 390,000 compounds, 0.039% hits. P49798. Potency, µM (doses to about 114 µM), for the others: at the top dose activity change, negative = inhibition, actives largely listed as inhibitors. Transcreener GDP fluorescence polarization, RGS4-accelerated GTP hydrolysis; further: on the % scale 0 is the no-effect control and ±100 the full control effect; nearly all actives have a fitted effect of over 75% in size; some results filed as inactive show a strong effect at the top dose
Target sequence (P49798 whole entry, looked up): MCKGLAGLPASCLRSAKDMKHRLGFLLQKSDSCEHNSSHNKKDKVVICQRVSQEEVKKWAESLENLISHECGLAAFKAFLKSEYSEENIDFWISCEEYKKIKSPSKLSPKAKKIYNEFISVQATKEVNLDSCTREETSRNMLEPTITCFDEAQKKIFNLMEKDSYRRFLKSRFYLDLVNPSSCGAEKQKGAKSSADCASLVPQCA
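MLSMR compounds (23 nl, pin-transferred) preincubated 10 min at room temperature with a 500nM (2x) first reagent, then RGS4 at 900nM (2x) plus Transcreener GDP mix added; fluorescence polarization (620/688 nm) read before and after 90 min at 30 °C.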
rTrxR1 inhibitor: inhibitors of rat thioredoxin reductase 1; recombinant rTrxR1, NADPH fluorescence consumption, selenite substrate; Potency, µM (titrated, usually from 114 µM), for the others: at the top dose activity change, negative = inhibition, usual class: inhibitors; 390,000 compounds, 1% hits; further: on the % scale 0 is the no-effect control and ±100 the full control effect; nearly all actives have a fitted effect of over 65% in size
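Rat TrxR1 (90 nM in the dispensed reagent) was pre-reduced with 400 uM NADPH for 5 min at room temperature, then incubated with compound for 15 min. After 400 uM selenite was added, NADPH fluorescence (Ex 340/Em 450 nm) was followed for 8 min.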
* = called active by the depositor; i = inactive; ? = inconclusive; nt = not tested or not shown; [ ] = remark or other dose. Unless noted, the call rests on the fitted dose curve; in most records, active means well fitted curve in the direction sought with a large enough effect; inconclusive means small, poorly fitted or top-dose-only effect, or another doubt; inactive means no such curve, though single readings can be large; an effect the other way counts as inactive or inconclusive. Potency means the concentration at half of the fitted maximal effect. Some of the compounds tested, so the mix of outcomes need not match the whole.

SMILES	JMJD2A Tudor	Pin1 inhibitor	ERG-DNA inh	GLS inh	HP1b chromo inh	12-LOX inh	Tb PGK inh	RGS4 inh	rTrxR1 inhibitor
CCCCN(c1ccccc1)c1ncnc(N)c1[N+](=O)[O-]	-26%	-1%	-5%	-3%	14%	13%	-10%	-1%	2%[11.4 µM]
CCc1cccc(C)c1NC(=O)c1cc(-c2ccncc2)nc2ccccc12	-21%	?	13%	4%	-6%	-28%	-2%	11%	-7%
COc1ccccc1NS(=O)(=O)c1cccc(C(=O)N/N=C(\C)c2ccncc2)c1	-2%	-13%	5%	4%	41%[activator]	5%	-5%	-5%	5%
CCOC(=O)c1ccc(CNC(=O)CSc2nnc(-c3ccncc3)o2)cc1	-7%	4%	-1%	8%	11%	0%	0%	23%	4%
O=C(NCc1ccccc1)c1ccc(CNc2c(N3CCCC3)c(=O)c2=O)cc1	-7%	-3%	-8%	21%	46%[activator]	0%	-6%	-6%	6%
CCOc1ccc(CN2C(=O)c3ccccc3C2=O)cc1C(=O)Nc1nnc(SCC)s1	-2%	3%	-3%	-1%	29%	-20%	-1%	-5%	-6%
Cc1ccc(-c2nnc(C)c(N3CCOCC3)n2)cc1	-19%	-11%	1%	11%	52%	-1%	-9%	-10%	0%[57.1 µM]
CC(C)c1c(C(=O)N/N=C/c2cccc(OCc3ccc(F)cc3)c2)nnn1-c1nonc1N	-18%	3%	2%	1%	20%	-16%	-10%	58%[activator]	27%
O=C(CNc1ccccc1F)Nc1cccc(S(=O)(=O)N2CCCCC2)c1	-18%	2%	10%	10%	14%	?	-2%	14%	14%
COc1ccc(-n2c(COc3ccccc3)n[nH]c2=S)cc1	50µM*	-8%	-3%	-24%	32%[activator]	?	-2%	-25%	-6%
COc1ccc(N2CCN(CC(=O)NC(=O)NC(C)(C)C)CC2)cc1	-6%	1%	-1%	-14%	15%	0%	-1%	-14%	-3%[57.1 µM]
CCOc1ccc(OCCC(=O)NNC(=O)c2ccncc2)cc1	-10%	-1%	nt	8%	14%	-5%	-7%	-7%	-9%
CCOc1ccc(S(=O)(=O)N2CCN(C(=S)NCc3ccccc3)CC2)cc1	-19%	12%	-2%	2%	34%	13%	-3%	-17%	-9%
O=c1[nH]c(C2CCCN(S(=O)(=O)c3cccc(F)c3)C2)nc2c1nnn2Cc1ccccc1 (stereo not given)	2%	3%	-12%	-20%	35%[activator]	-11%	-10%	-3%	6%
COc1ccc(CN(C#N)c2nc(C)cc(C)n2)cc1	-6%	6%	-8%	-2%	50%[activator]	2%	-9%	7%	13%
C[C@@]12C(=O)N(c3ccccc3)C(=O)N1[C@@H]1c3ccccc3OC[C@@H]1[C@H]2c1ccccc1	-24%	-1%	-9%	-2%	16%	9%	-8%	4%	32%
Cc1ccc(NC(=O)COc2ncnc3sccc23)cc1S(=O)(=O)N(C)C	-19%	28%	-2%	0%	20%	3%	-8%	-4%	25%
C=CCSc1nc(N)c(C#N)c(-c2ccccc2)c1C#N	-34%	-3%	4%	-1%	10%	0%	-3%	-13%	-10%
O=C(CSc1nnc2scc(-c3ccc(Cl)cc3)n12)NCc1ccco1	-20%	1%	-6%	8%	7%	-3%	1%	30%	13%
CCC(=O)Oc1ccc(/C(CC)=C(\CC)c2ccc(OC(=O)CC)cc2)cc1	45%[activator]	-5%	-1%	3%	70%[activator]	21%	i	3%	46%[activator]
CCOC(=O)c1ccc(NC(=S)N(CCN2CCCCCC2)Cc2cccs2)cc1	-29%	6%	-6%	9%	32%	-8%	-1%	-28%	0%
COc1ccc(NC(=O)c2sc3nc4c(cc3c2N)CCCCCC4)c(OC)c1	-15%	?	-1%	4%	14%	-18%	-8%	17%	44%[activator]
O=C(NCC1CCCCC1)c1cccc(S(=O)(=O)N2CCCC2)c1	-3%	-3%	0%	4%	14%	-11%	1%	9%	6%
O=C(O)C1CCN(c2c([N+](=O)[O-])cc(C(F)(F)F)cc2[N+](=O)[O-])CC1	-11%	2%	1%	5%	21%	-21%	-5%	-7%	15%[57.1 µM]
O=C(CSc1nnnn1-c1ccc(F)cc1)Nc1nc2ccccc2s1	-19%	15%	-2%	0%	31%	0%	-7%	-6%	9%

Overlap with the part before: 3 compounds, followed by the next part.
SMILES	JMJD2A Tudor	Pin1 inhibitor	ERG-DNA inh	GLS inh	HP1b chromo inh	12-LOX inh	Tb PGK inh	RGS4 inh	rTrxR1 inhibitor
O=C(NCC1CCCCC1)c1cccc(S(=O)(=O)N2CCCC2)c1	-3%	-3%	0%	4%	14%	-11%	1%	9%	6%
O=C(O)C1CCN(c2c([N+](=O)[O-])cc(C(F)(F)F)cc2[N+](=O)[O-])CC1	-11%	2%	1%	5%	21%	-21%	-5%	-7%	15%[57.1 µM]
O=C(CSc1nnnn1-c1ccc(F)cc1)Nc1nc2ccccc2s1	-19%	15%	-2%	0%	31%	0%	-7%	-6%	9%
CCOC(=O)CCCNC(=O)CCNC(=O)c1ccc(OCC(C)C)cc1	-4%	-4%	22%	-7%	13%	4%	i	-23%	6%[57.1 µM]
Cc1nnc(NC(=O)CCC(=O)N2CCN(S(=O)(=O)c3cc([N+](=O)[O-])ccc3C)CC2)s1	-9%	-4%	6%	-12%	17%	-9%	-3%	-6%	9%
CCN(CC)c1ccc(NC(=O)CSc2nnc(C)c(=O)[nH]2)cc1	?	1%	3%	9%	-15%	-15%	i	-49%	-7%
Cc1ccc2c(c1)cc(CN(Cc1cccnc1)C(=O)c1ccccc1)c1nnnn12	-7%	?	12%	-6%	38%	-2%	-2%	-9%	9%
C=CCC1NS(=O)(=O)O[C@H](CCCC)[C@@H]1O (stereo not given in full)	-14%	3%	-5%	-4%	11%	3%	10%	?	12%
COc1ccc(CNC(=O)c2ccc(-c3nc(CSc4ccc(C)cc4)c(C)o3)cc2)c(OC)c1	-16%	3%	3%	1%	27%	?	0%	19%	-11%
O=c1oc(CCO)cc2ccc(C#Cc3ccsc3)cc12	-12%	0%	-3%	15%	14%	?	9%	15%	21%
Clc1ccc(-c2csc3ncnc(Cl)c23)cc1	7%	18%	-8%	2%	45%[activator][57 µM]	-25%	5%	-35%	-4%
Cc1noc(-c2ccccc2)c1NC(=O)Nc1ccccc1	-10%	0%	-2%	3%	16%	1%	i	1%	21%[57.1 µM]
CC(=O)c1ccc(NC(=O)CN2CCN(CC(=O)Nc3ccc(C(C)=O)cc3)CC2)cc1	-5%	7%	-5%	12%	39%	-4%	8%	-6%[56.9 µM]	-6%
O=C(COc1ccc2ccccc2c1Br)Nc1cccnc1	-16%	8%	8%	2%	29%	0%	-1%	-3%	30%
O=C(O)Cc1ccc(C(=O)c2ccc(F)cc2)s1	0%	-4%	-8%	-7%	45%[activator]	0%	2%	-17%	-5%
CC(=O)c1cccc(NC(=O)CSc2n[nH]c(=O)n2C2CC2)c1	-12%	-4%	11%	-14%	5%	-7%	-4%	16%	18%
CC1CCc2nn(CC(=O)NCc3ccc(F)cc3)cc2C1 (stereo not given)	-2%	1%	-12%	-1%	59%[activator]	363%[activator]	8%	-3%	10%[57.1 µM]
Cc1cc(C)n(C(=O)c2ccc(NC(=O)C3COc4ccccc4O3)cc2)n1 (stereo not given)	10%	3%	13%	-6%	42%[activator]	-5%	i	1%	8%[57.1 µM]
CCN(CC(=O)Nc1ccc(N2CCOCC2)cc1)C(=O)COc1ccccc1OC	-16%	0%	-1%	-2%	42%[activator]	1%	-9%	-32%	35%
NCc1cccc(CNc2ccc([N+](=O)[O-])cc2C(N)=O)c1	-24%	-6%	-2%	12%	25%	?	-5%	10%	14%
COc1ccc(C(C)C)cc1S(=O)(=O)NCCCn1ccnc1	-12%	-4%	-7%	6%	34%	2%	4%	14%	-15%
Fc1ccc2[nH]c3c(N4CCc5ccccc5C4)ncnc3c2c1	-17%	5%	12%	3%	17%	134%[activator]	4%	-15%	15%
COc1cc(-c2cc(OC)c3c(C)oc(C)c3c(=O)c2)ccc1OC(=O)c1cccc(C)c1	-26%	16%	2%	-28%	22%	?	4%	15%	7%
CCCN(CCC)C(=O)C1CCCN(c2ncnc3c2nc2n3CCCCC2)C1 (stereo not given)	-1%	0%	6%	8%	38%	-1%	-2%	-10%	4%[57.1 µM]
CCn1cc(/C=C(\NC(=O)c2ccccc2F)C(=O)NCCCn2ccnc2)c2ccccc21	-33%	1%	3%	23%	14%	0%	5%	8%	?
Cc1nn(C)c(Cl)c1CN1CCCC(CO)(Cc2ccccc2)C1 (stereo not given)	-5%	3%	5%	2%	32%	85%[activator]	0%	27%	16%
Cc1cc2c(nc1C)CCCN2C[C@@H](C)O/N=C1/[C@H]2CCn3c(=O)n(-c4ccccc4)c(=O)n3[C@H]2[C@H](O)[C@@H]2O[C@H]12	-24%	?	11%	6%	5%	nt	0%	-10%	-24%
CN=C1S/C(=C\c2cc(C)n(-c3ccccc3F)c2C)C(=O)N1C	?	5%	-4%	-5%	7%	?	i	-15%	3%[57.1 µM]
Cc1nnc(SCC(=O)NC2CCCCC2C)s1 (stereo not given)	-11%	-8%	15%	0%	36%	6%	nt	5%	22%
O=C(CCCC(=O)Nc1ccc(Br)cc1)N/N=C/c1ccccc1	-6%	-1%	0%	-1%	37%	i	-4%	-1%	14%

Bioassay records: PubChem BioAssay, National Center for Advancing Translational Sciences (NCATS)
